Screens as filed in PubChem.
IMPase Li inh – membrane-permeable IMPase blocker, potentiated with lithium; CHO-M1 cells, IP1 TR-FRET (IP-One), carbachol + lithium; Potency, µM (series often up to 59.4 µM), without a hit: top-dose activity, negative = IMPase inhibition, most hits filed as inhibitors; 210,000 compounds, 0.35% hits; AID 1457;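 further: IP1 builds up when IMPase is blocked and the TR-FRET signal falls; potency means the concentration at half of the fitted maximal effect; plate controls were basal vehicle for no effect and high inhibitor control for full effect; nearly all actives have a fitted effect of over 50% in size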
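Test compounds were applied to CHO-M1 cells previously cultured for 16–30 h at 2000 per well. A small lithium amount accompanied them; after 30 min at 37C, IP1 was quantified by TR-FRET.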
NPSR antag – antagonists of human neuropeptide S receptor cAMP signaling; Q6W5P4; CHO-NPSR cells, cAMP TR-FRET, antagonist mode; Potency, µM (doses to about 38.3 µM), inactives show at the highest dose activity change, negative = inhibition, usual class: inhibitors; 220,000 compounds, 1% hits; AID 1461; further: potency means the concentration at half of the fitted maximal effect; on the % scale 0 is the no-effect control and ±100 the full control effect; nearly all actives have a fitted effect of over 50% in size; many of its hits are not listed in these tables
Epigenetic reg – derepresses silenced GFP reporter in murine cells; murine LDR cells, GFP reporter derepression, 30 h; Potency, µM (doses to about 53.9 µM), without a hit: at the top dose GFP activation, most hits filed as activators; 280,000 compounds, 0.2% hits; AID 1865; further: potency means the concentration at half of the fitted maximal effect; % of control where 0% means no effect; nearly all actives have a fitted effect of over 60% in size
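Murine LDR cells bearing a silenced CMV-driven GFP reporter were exposed to compound for 30 h at 37 C. After PBS washes, GFP-positive cells (20-120 um objects) counted by laser-scanning microplate cytometry.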
Luc counter – counter-screen: inhibitors of Kinase-Glo firefly luciferase; 200,000 compounds, 0.28% hits; Kinase-Glo luciferase, ATP luminescence, 8 min; Potency, µM (doses to about 38.3 µM), for the others: at the highest dose activity change, negative = inhibition, actives largely listed as inhibitors; further: potency means the concentration at half of the fitted maximal effect; on the % scale 0 is the no-effect control and ±100 the full control effect; nearly all actives have a fitted effect of over 60% in size
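Kinase-Glo luciferase light output from ATP and luciferin was measured with 10 uM ATP, within the enzyme's linear range. Buffer: 50 mM imidazole pH 7.2, 50 mM KCl, 7 mM MgCl2, 0.01% Tween 20, 0.05% BSA; luminescence read after 8 min at ambient temperature.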
L3MBTL1 inh – inhibitors of human L3MBTL1; Q9Y468; AlphaScreen L3MBTL1–H3K9me1 peptide binding; Potency, µM (top dose mostly 57.1 µM), for the others: at the top dose activity, negative = inhibition, usual class: inhibitors; 230,000 compounds, 0.66% hits; AID 485360; further: potency means the concentration at half of the fitted maximal effect; on the % scale 0 is the no-effect control and ±100 the full control effect; nearly all actives have a fitted effect of over 60% in size
Target sequence (Q9Y468 whole entry, looked up): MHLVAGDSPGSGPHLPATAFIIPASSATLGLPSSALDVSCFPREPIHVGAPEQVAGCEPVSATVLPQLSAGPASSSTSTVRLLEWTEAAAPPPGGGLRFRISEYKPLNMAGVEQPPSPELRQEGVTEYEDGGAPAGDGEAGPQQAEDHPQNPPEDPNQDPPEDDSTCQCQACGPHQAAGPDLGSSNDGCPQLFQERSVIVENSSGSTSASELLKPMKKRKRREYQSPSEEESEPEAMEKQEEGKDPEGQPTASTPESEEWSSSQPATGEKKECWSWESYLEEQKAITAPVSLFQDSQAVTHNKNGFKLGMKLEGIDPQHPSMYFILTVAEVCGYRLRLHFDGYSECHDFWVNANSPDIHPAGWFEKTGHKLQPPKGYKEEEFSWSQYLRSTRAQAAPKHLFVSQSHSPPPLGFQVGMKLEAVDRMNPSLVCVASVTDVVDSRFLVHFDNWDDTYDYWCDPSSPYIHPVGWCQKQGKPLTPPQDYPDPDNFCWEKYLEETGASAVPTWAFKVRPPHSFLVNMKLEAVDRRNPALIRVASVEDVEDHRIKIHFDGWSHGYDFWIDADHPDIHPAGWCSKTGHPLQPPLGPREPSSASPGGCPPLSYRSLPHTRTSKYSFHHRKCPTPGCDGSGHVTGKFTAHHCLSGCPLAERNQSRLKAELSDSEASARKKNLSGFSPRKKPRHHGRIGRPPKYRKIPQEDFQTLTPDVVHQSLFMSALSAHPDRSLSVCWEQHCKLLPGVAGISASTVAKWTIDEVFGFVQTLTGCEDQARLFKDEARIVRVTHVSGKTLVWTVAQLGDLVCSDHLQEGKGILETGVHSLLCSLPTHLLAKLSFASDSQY
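AlphaScreen proximity signal between nickel-chelate acceptor and streptavidin donor beads (final 10 ug/mL) reports binding of 50 nM L3MBTL1 to 75 nM biotin-H3 K9me1 peptide; complex incubated with compounds 30 min at room temperature; cefsulodin titration as control.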
CBFb-RUNX1 inh – inhibitors of human CBF-beta and RUNX1 interaction; 230,000 tested, under 10 active; AlphaScreen CBFb-His/RUNX1-biotin binding, biochemical; Q01196+Q13951; Potency, µM (titrated, usually from 59.8 µM), inactives show at the top dose activity, negative = inhibition, most hits filed as inhibitors; further: % of control where 0% means no effect
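AlphaScreen binding: CBFb-His and RUNX1-biotin (30 nM each) preincubated 20 min, compound added for 15 min, then nickel and streptavidin beads for 90 min, all at room temperature. Disruption of the interaction by any mechanism counts as activity.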
HTT aggregate – inhibitors of mutant huntingtin aggregate formation in PC12 cells | PC12 HttQ103-GFP aggregates, Acumen cytometry, 40 h | Potency, µM (top dose mostly 46.1 µM), without a hit: top-dose activity change, negative = inhibition, usual class: inhibitors | 220,000 compounds, 1.1% hits; further: potency means the concentration at half of the fitted maximal effect; on the % scale 0 is the no-effect control and ±100 the full control effect; nearly all actives have a fitted effect of over 60% in size
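Aggregate formation scored by laser-scanning cytometer (488 excitation, 500–530 emission) in lysed PC12 cells expressing Q103-GFP after 100 nM tebufenozide induction; library tested in dose series, with ATPLite reagent added in the multiplex.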
Starred values were filed as active, the others as inactive; u = inconclusive; x = no result given; & = joins results of further samples; [ ] = another dose, or the depositor's remark. The call rests on the fitted dose curve; in most records, active means well fitted curve in the direction sought with a large enough effect; inconclusive means small, poorly fitted or top-dose-only effect, or another doubt; inactive means no such curve, though single readings can be large; an effect the other way counts as inactive or inconclusive.

The line under a structure holds: IMPase Li inh | NPSR antag | Epigenetic reg | Luc counter | L3MBTL1 inh | CBFb-RUNX1 inh | HTT aggregate
> COc1ccc2c(c1)N(S(=O)(=O)c1ccccc1)CCC2=O
    -3% | -9% | -1.0% | -3% | 5% | 5% | -22%
> Cc1ccc(C(=O)CNc2cccc(Cl)c2)cc1
    10% | 13% | -1.0% | -4% | 2% | 11% | 17%
> Cc1ccc(SCC(=O)N2CCN(c3ccccn3)CC2)cc1
    x | 30% | -0.7% | x | 9% | 5% | 9%[9.22 µM]
> O=C(O)CC1(CC(=O)Nc2ccc3c(c2)OCCCO3)CCCCC1
    x | 3% | 1.1% | x | 4% | 1% | 13%[9.22 µM]
> CCC(=O)N1CCN(c2c(Cl)cccc2[N+](=O)[O-])CC1
    0%[38.3 µM] | -3%[46.1 µM] | 0.8% | -1% | 5% | -1% | -1%
> CCSc1nnc(NC(=O)CSc2nnc(CNC(=O)c3cc(OC)c(OC)c(OC)c3)o2)s1
    -1% | 15% | -1.1% | -1% | 12% | -14% | 24%
> Cc1c(C(=O)N2CCCCC2C)sc2ncnc(N3CCc4ccccc4C3)c12 (configuration not stated)
    3% | u | 0.7% | 2% | x | -9% | -27%
> COc1ccccc1-c1nc(C#N)c(N2CCN(c3ccccc3)CC2)o1
    27%[38.3 µM] | -16%[46.1 µM] | -3.2% | 5% | u | u | -27%
> O=C(O)c1ccc2c(=O)n3cc(C(=O)c4ccccc4O)cc(Cl)c3nc2c1
    x | -39% | 0.0% | x | x | 13% | 3%[9.22 µM]
> Cn1nccc1C(=O)N1CCCC(C(=O)c2cccc3ccccc23)C1 (configuration not stated)
    12% | 10% | 0.4% | 2% | -3% | -4% | -1%[9.22 µM]
> C=C[C@H]1CCC=C2C(=O)CCC[C@@H]21
    2% | x | 0.8% | 2% | x | 7% | x
> NC(=O)CCCCC(=O)OCCCc1cccs1
    17%[38.3 µM] | 3%[46.1 µM] | -2.1% | 1% | 35%[activator][11.4 µM] | 5% | 20%
> COC(=O)c1ccc(CN2[C@H](C(=O)OC)C[C@@]3(O)[C@H](O)[C@H](O)[C@H](O)C[C@@H]23)cc1
    -10% | 16% | -2.5%&0.8% | -4% | x | -1%&20% | -16%[9.22 µM]
> CC(C)Oc1ccc(C(=O)OC(C)C(=O)Nc2nc(-c3cccc([N+](=O)[O-])c3)cs2)cc1 (configuration not stated)
    4% | -10% | 1.3% | 0% | -2% | 0% | 11%
> Cc1cc(Cl)ccc1OCCCC(=O)N1CCN(C(=O)c2ccco2)CC1
    -26%[38.3 µM] | -16%[46.1 µM] | -1.4% | -3% | 2% | -1% | -10%
> CCOC(=O)C1=C(c2ccccc2)N=c2s/c(=C\c3ccco3)c(=O)n2C1c1cccs1 (configuration not stated)
    11%[38.3 µM] | -27%[46.1 µM] | 15% | -5% | 22% | 8% | 14%
> CCCCOC(=O)CCCN1C(=O)/C(=C2\SC(=S)N(CCCC(=O)OCCCC)C2=O)SC1=S
    x | 13% | -1.1% | x | x | 9% | -14%[9.22 µM]
> Cc1cccc(-n2nnc3cnn(C)c3c2=O)c1
    -4%[38.3 µM] | 5%[46.1 µM] | 9.2% | -3% | -5% | 4% | -7%
> CC(=O)NC(Cc1ccccc1C)C(=O)NC1CCN(c2nnnn2-c2ccccc2)CC1 (configuration not stated)
    x | 0% | -0.1% | x | x | 1% | 8%[9.22 µM]
> Cc1cc(C)c(S(=O)(=O)N(CC(=O)N2CCOCC2)C2CCCCC2)c(C)c1
    -2%[38.3 µM] | -11%[46.1 µM] | 0.0% | 0% | 3% | 6% | -6%
> Cc1cc(C(=O)N/N=C/c2ccc(-c3ccccc3Cl)o2)n[nH]1
    -9% | 7% | 1.0% | -2% | 3% | -7% | -15%
> COC(=O)c1ccc2c(=O)[nH]c(CN3c4ccccc4CC3C)nc2c1 (configuration not stated)
    -4%[38.3 µM] | -7%[46.1 µM] | -1.0% | -2% | 1% | -10% | 17%
> CC(CC(=O)Nc1ccc(C(N)=O)cc1)c1ccccc1 (configuration not stated)
    -7% | 13% | -1.2% | -1% | -4% | -10% | -4%
> Oc1ccc(Cl)cc1CNc1ccc(Br)cn1
    30%[38.3 µM] | -12%[46.1 µM] | -1.1% | 4% | 13% | u | u
> CCOC(=O)c1cn[nH]c1NC(=S)Nc1ccc(OC)cc1
    x | -35% | 0.1% | x | 23% | 9% | -3%[9.22 µM]
> Cc1cc(C)c(NC(=O)c2ccc(S(=O)(=O)N(C)C)cc2)c(C)n1
    -8%[38.3 µM] | -9%[46.1 µM] | -1.1% | 3% | x | 4% | u
> CCCn1c(=O)c2ccccc2n2c(SCC(=O)c3cc(C)n(CC4CCCO4)c3C)nnc12 (configuration not stated)
    1%[38.3 µM] | 1%[46.1 µM] | -1.0% | -3% | 4% | -2% | 2%
> CC(C(=O)O)N1C(=O)CSc2ncccc21 (configuration not stated)
    1%[38.3 µM] | 2%[46.1 µM] | -1.1% | 1% | 2% | -2% | -7%
> O=C(COc1ccc([N+](=O)[O-])cc1Cl)NCCc1ccccc1
    -3% | -4% | 0.0% | 0% | -3% | 1% | 29%
> Clc1ccc2c(NCc3ccccn3)ncnc2c1
    25%[38.3 µM] | -6%[46.1 µM] | -5.6% | -2% | x | -6% | -40%

Looked up above.
Clc1ccc2c(NCc3ccccn3)ncnc2c1 @ IMPase Li inh = 25%[38.3 µM]
Cc1cc(C)c(S(=O)(=O)N(CC(=O)N2CCOCC2)C2CCCCC2)c(C)c1 @ Epigenetic reg = 0.0%
Cc1cc(C(=O)N/N=C/c2ccc(-c3ccccc3Cl)o2)n[nH]1 @ IMPase Li inh = -9%

(next part)
Molecule,IMPase Li inh,NPSR antag,Epigenetic reg,Luc counter,L3MBTL1 inh,CBFb-RUNX1 inh,HTT aggregate
COCCn1c(SCC(=O)Nc2ncc(C)s2)nc2sc3c(c2c1=O)CCC3,28%[38.3 µM],-19%[46.1 µM],0.0%,1%,x,-7%,-23%
Cc1cc(C(=O)Nn2cnc3ccccc3c2=O)ccc1[N+](=O)[O-],0%,2%,-2.2%,3%,22%,16%,-19%
COc1ccc(C(=N/O)/C(=N/O)c2ccc(OC)cc2)cc1,25%[38.3 µM],-8%[46.1 µM],0.0%,-5%,x,-12%,10%
Fc1ccccc1NC(=S)N1CCCCC1,-12%,15%,-3.0%,0%,-3%,-5%,10%
COCC(C)NC(=O)c1ccc(-n2nc(C(F)(F)F)cc2-c2cccs2)cc1 (configuration not stated),30%[activator][38.3 µM],u,0.0%,6%,x,6%,u
CC(=O)Nc1ccc(NC(=O)COC(=O)c2ccc(C)s2)cc1,-15%[38.3 µM],0%[46.1 µM],-4.4%,-7%,x,2%,18%
C=CCNC(=S)NCC,x,-6%,0.0%,x,4%,6%,-9%[9.22 µM]
COc1cc(/C=C2\SC(=Nc3ccc(F)cc3)N(c3ccc(F)cc3)C2=O)ccc1OCC(=O)O,5%,-25%,-0.1%,-1%,x,-8%,5%
COc1ccc(NS(=O)(=O)c2cc(NC(=O)C3CC3)ccc2N2CCCCC2)cc1,11%,13µM*,-1.4%,0%,-2%,-11%,u
COc1ccc2c(c1)C(c1ccc3c(c1)OCO3)CC(=O)O2 (configuration not stated),-9%,x,-3.1%,0%[39.9 µM],x,-21%[89.1 µM],x
COc1ccc(CC(=O)NNC(=S)Nc2ccccc2)cc1Br,-1%[38.3 µM],-22%[46.1 µM],2.9%,8%,0%,4%,18%
O=C(Nc1ccc(-c2nnco2)cc1)c1ccccc1,13%[38.3 µM],-5%[46.1 µM],-2.1%,0%,10%[11.4 µM],6%,5%
COCCNC(=S)N/N=C(\C)c1ccc(OC)cc1,-4%,-24%,0.9%,0%,-2%,8%,19%
CCOC(=O)c1sc(NC(=O)CSc2nnc(Cc3ccccc3)o2)c(C(=O)OCC)c1C,3%[38.3 µM],u,-7.6%,-3%,x,2%,0%
Cc1ccc(S(=O)(=O)Oc2cccc(/C=N/Nc3ccc(C(=O)O)cc3)c2)cc1,x,u,-2.9%,x,-14%,-9%,19%[9.22 µM]
Cc1cc(C)cc(NC(=O)CCCSc2nc3ccccc3[nH]2)c1,-5%,36%,-1.9%,-2%,0%,13%,-7%
Cc1cc(C)cc(NC(=S)NC2CC3CCCC(C2)N3C2CC2)c1 (configuration not stated),-10%,2%,-3.2%,1%,-13%,2%,-12%[9.22 µM]
COc1cccc(OCCSc2nnc3sc4ccccc4n23)c1,33%[activator][38.3 µM],-2%[46.1 µM],0.0%,-3%,-5%,7%,-8%
COc1ccc(NC(=O)Cn2nnc(C(=O)Nc3ccccc3C)c2N)cc1,-7%,-2%,-1.5%,-3%,26%,-4%,-7%
O=S1(=O)N=C(N/N=C/C=C/c2ccccc2)c2ccccc21,2%,-20%,-0.1%,5%,-2%,-10%,-5%
O=C(CNC(=S)NC(=O)c1ccc(F)cc1)c1ccccc1,-3%,10%,1.3%,-5%,-9%,-4%,18%
COc1ccccc1N(CC(O)Cn1ccnc1C)S(=O)(=O)c1ccc(C)cc1 (configuration not stated),14%,-7%,-6.8%,1%,-2%,0%,0%[9.22 µM]
Cc1cccc(CC2CC(=O)N(c3ncccn3)C2=O)c1 (configuration not stated),-2%[38.3 µM],-5%[46.1 µM],0.0%,-2%,1%,3%,-14%
O=S(=O)(/C=C/c1ccccc1)NCCc1ccccn1,0%[38.3 µM],12%[46.1 µM],0.0%,2%,2%,0%,1%
COc1ccc(/C=C(\C#N)C(=O)OCC(=O)N2CC(C)OC(C)C2)cc1 (configuration not stated),-3%,0%,-0.2%,3%,x,5%,-3%
CC(=O)c1ccc2noc(-c3ccc(Cl)cc3)c2c1,-3%,-12%,1.1%,-1%,x,3%,-24%

Given as labelled records: entries from further up
COc1ccc(NC(=O)Cn2nnc(C(=O)Nc3ccccc3C)c2N)cc1
  IMPase Li inh: -7%
  NPSR antag: -2%
  Epigenetic reg: -1.5%
  Luc counter: -3%
  L3MBTL1 inh: 26%
  CBFb-RUNX1 inh: -4%
  HTT aggregate: -7%
COc1cccc(OCCSc2nnc3sc4ccccc4n23)c1
  IMPase Li inh: 33%[activator][38.3 µM]
  NPSR antag: -2%[46.1 µM]
  Epigenetic reg: 0.0%
  Luc counter: -3%
  L3MBTL1 inh: -5%
  CBFb-RUNX1 inh: 7%
  HTT aggregate: -8%

A portion of the library; count on the stated rates, not on these rows.
